# PTAP TSG101 blk: blocks PTAP/TSG101 interaction to inhibit HIV-1 budding; Q99816; Fluorescence polarization, FITC-PTAP peptide / Tsg101 binding; Potency, µM (series often up to 115 µM), inactives show at the highest dose activity change, negative = inhibition, usual class: inhibitors; 340,000 tested, under 10 active; AID 493005; active = well fitted inhibition curve with a large enough effect in the main read-out, with a control signal flat, not every such curve was filed as active; inconclusive = small, poorly fitted or top-dose-only effect, or effect the other way, or a change in a side signal; inactive = no such curve, though single readings can be large or run the other way; also: potency is read from the fitted curve at half-maximal effect; % of control where 0% means no effect
# Target sequence (Q99816 whole entry, looked up): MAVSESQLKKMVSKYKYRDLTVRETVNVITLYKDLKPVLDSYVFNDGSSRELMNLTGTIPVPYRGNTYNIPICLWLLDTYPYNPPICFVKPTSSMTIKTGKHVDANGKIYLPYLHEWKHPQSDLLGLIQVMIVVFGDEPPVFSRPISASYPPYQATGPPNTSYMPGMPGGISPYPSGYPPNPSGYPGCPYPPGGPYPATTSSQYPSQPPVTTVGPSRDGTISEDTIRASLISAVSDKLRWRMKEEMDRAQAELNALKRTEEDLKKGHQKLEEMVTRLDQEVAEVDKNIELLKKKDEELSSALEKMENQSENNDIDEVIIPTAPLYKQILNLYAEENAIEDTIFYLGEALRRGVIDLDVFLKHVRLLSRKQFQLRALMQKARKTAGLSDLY
#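 Fluorescence polarization binding of Tsg101 binding domain (10 uM final) to FITC-labeled PTAP peptide (50 nM final) in HEPES pH 7.5 buffer with NaCl, Tween 20, EDTA, TCEP. Compounds added before peptide; binding 20 min at RT.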
# S-ASM inh: inhibitors of human secretory acid sphingomyelinase. P17405. placental ASM, HMU-PC fluorogenic substrate, 60 min. Potency, µM (series often up to 57.5 µM), for inactives: top-dose activity change, negative = inhibition, most hits filed as inhibitors. hit rate 0.006% among 340,000. AID 504937; also: potency is read from the fitted curve at half-maximal effect
#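 qHTS format. ASM enzyme prepared from human placenta hydrolyses the fluorogenic substrate HMU-PC0 (9 uM final) over 60 min at 37 °C after a 10 min compound preincubation.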
# TCR activator: T cell receptor activation; AID 504894; 330,000 tested, under 10 active; primary human leukocytes, anti-CD3, IL-2 HTRF, 48 h; Potency, µM (titrated, usually from 9.22 µM), for inactives: at the top dose activation of IL-2 secretion, actives largely listed as activators; also: % of control where 0% means no effect
#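 1) Mix primary human leukocytes, a-CD3 beads and compound. 2) Incubate 48 hr. 3) Add HTRF IL-2 reagents (a-IL-2-K, a-IL-2-d2).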
# MLL CXXC-DNA inh: MLL CXXC-DNA interaction inhibition; hit rate 0.037% among 290,000; Potency, µM (titrated, usually from 115 µM), for inactives: top-dose activity change, negative = inhibition, actives largely listed as inhibitors; MLL-CXXC / FITC-HOXA9 DNA fluorescence polarization; Q03164; AID 2662; active = well fitted inhibition curve with a large enough effect in the polarisation, with a control signal flat, not every such curve was filed as active; inconclusive = small, poorly fitted or top-dose-only effect, or effect the other way, or a change in a side signal; inactive = no such curve, though single readings can be large or run the other way; the % refers to the polarisation; also: potency is read from the fitted curve at half-maximal effect
#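 Fluorescence polarization: 7 uM MLL-CXXC (stock) preincubated 5 min with compounds, then 50 nM fluorescein-HOX-A9 DNA (stock) added; 30 min ambient. Buffer 50 mM Tris-HCl pH 7.5, 50 mM NaCl, 1 mM DTT, 0.05% BSA.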
# Mito fusion act: mitochondrial division inhibition or fusion activation; Potency, µM (series often up to 46.1 µM), for inactives: top-dose growth rescue (activation), hits mostly activators; S. cerevisiae fusion-defective mutant growth rescue, CellTiterGlo 48 h; AID 485298; hit rate 0.23% among 320,000;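 also: potency is read from the fitted curve at half-maximal effect; % of control where 0% means no effect; nearly all actives have a fitted effect of over 45% in size; temperature-sensitive fusion mutants such as fzo1-1 at 37 °C on non-fermentable ethanol glycerol medium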
#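 S. cerevisiae fusion-defective temperature-sensitive mutants (e.g. fzo1-1, mgm1-5) grown 48 h at 37C in YPEG (ethanol/glycerol non-fermentable) medium with 23 nl compound per well; growth rescue read as CellTiterGlo luminescence.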
# Menin MLL FP TR: inhibitors of human menin-MLL interaction, mutant MLL peptide. hit rate 0.23% among 270,000. Menin + Texas Red MLL mutant peptide, fluorescence polarization. Potency, µM (titrated, usually from 61.6 µM), for the others: at the highest dose FP activity change, negative = inhibition, usual class: inhibitors; active = well fitted inhibition curve with a large enough effect in the polarisation, with a control signal flat, not every such curve was filed as active; inconclusive = small, poorly fitted or top-dose-only effect, or effect the other way, or a change in a side signal; inactive = no such curve, though single readings can be large or run the other way; the % refers to the polarisation; also: potency is read from the fitted curve at half-maximal effect; % of control where 0% means no effect; many of its hits are not listed in these tables
# A-T KAP1 phos: potential ataxia-telangiectasia treatment; […] A-T fibroblasts, KAP-1 phosphorylation AlphaLISA; neocarzinostatin DNA damage 30 min before lysis; hit rate 0.19% among 320,000; Potency, µM (doses to about 57.5 µM), for inactives: at the top dose activation, hits mostly activators; AID 485349; also: potency is read from the fitted curve at half-maximal effect; % of control where 0% means no effect; nearly all actives have a fitted effect of over 45% in size
#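 hTERT-immortalized A-T patient fibroblasts ([…]), 500 cells/well in OPTI-MEM, 1% FBS, got compounds for 60 min, then NCS for 30 min at 37C. Lysates were then assayed for phospho-KAP-1 by AlphaLISA (anti-pKAP1 donor, anti-KAP1 acceptor beads), 6 hr at 25C.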
# Integrin act MD: activators of alpha7 integrin expression for muscular dystrophy | hit rate 0.064% among 350,000 | alpha7betagal myoblasts, beta-gal FDG fluorescence, 48 h | Potency, µM (series often up to 38.3 µM), without a hit: top-dose activation, most hits filed as activators | AID 624291;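 also: potency is read from the fitted curve at half-maximal effect; 100% = response of the positive control SU9516; nearly all actives have a fitted effect of over 60% in size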
#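 Alpha7betagal+/- myoblasts (passage 13) were plated 16-24 hr, then exposed to compounds (1:260 dilution of DMSO stock) for 48 hours at 37C. After MPER lysis, β-galactosidase reporter activity was read as FDG fluorescence (ex 480/em 540) after 30 minutes.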
# MBNL1-CUG inh: MBNL1-poly(CUG) RNA binding inhibition. Q9NR56. TR-FRET MBNL1-His/biotin-(CUG)12 binding, 665/545 ratio. Potency, µM (doses to about 57.5 µM), for inactives: top-dose activity change, negative = inhibition, actives largely listed as inhibitors. hit rate 0.036% among 280,000. AID 2675; active = well fitted inhibition curve with a large enough effect in the signal ratio, with a control signal flat, not every such curve was filed as active; inconclusive = small, poorly fitted or top-dose-only effect, or effect the other way, or a change in a side signal; inactive = no such curve, though single readings can be large or run the other way; the % refers to the signal ratio; also: potency is read from the fitted curve at half-maximal effect; % is scaled to controls: 0 for no effect and ±100 for the full control effect
# Target sequence (Q9NR56 whole entry, looked up): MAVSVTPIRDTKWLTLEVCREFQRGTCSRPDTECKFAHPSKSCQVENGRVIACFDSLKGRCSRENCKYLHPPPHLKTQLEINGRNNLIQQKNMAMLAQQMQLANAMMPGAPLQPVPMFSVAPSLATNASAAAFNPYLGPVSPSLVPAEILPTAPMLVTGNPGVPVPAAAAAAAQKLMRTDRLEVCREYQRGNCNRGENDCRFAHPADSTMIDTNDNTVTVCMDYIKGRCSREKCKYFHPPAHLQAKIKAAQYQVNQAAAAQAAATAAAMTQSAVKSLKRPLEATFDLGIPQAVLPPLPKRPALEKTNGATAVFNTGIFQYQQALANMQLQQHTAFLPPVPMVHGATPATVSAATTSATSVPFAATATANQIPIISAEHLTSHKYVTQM
#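 TR-FRET readout: Ex 340 nm, 665/545 nm emission ratio, normalized to buffer-only (basal) and MBNL1-(CUG)12 controls. Complex of MBNL1-His with Biotin-(CUG)12, compounds 92 nM–58 uM, incubated 60 min at room temperature.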
# TSHR antagonist: antagonists of human thyroid stimulating hormone receptor; P16473; TSHR-expressing cells, TSH-stimulated cAMP HTRF, 2 h; hits give low values; activity change, negative = inhibition, % at 11.5 µM; hit rate 0.2% among 330,000; AID 504810;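 active = activity change below a set negative limit, meaning inhibition stronger than a set level, cut at about -70% in these data; inconclusive = activity change between two set negative limits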; also: % is scaled to controls: 0 for no effect and ±100 for the full control effect
#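 TSHR-expressing cells, 200/well, pre-treated with compound, then stimulated with EC80 TSH (4nM final) for 2 hours at 37 deg C. cAMP measured by competitive HTRF: anti-cAMP cryptate antibody in lysis buffer plus cAMP-d2, read after 30 minutes at room temperature.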
# The depositor's hits bear a star; ? = inconclusive; / = no result given; [ ] = dose if it differs, or a comment. Unless noted, calls follow the shape of the dose curve; as a rule, active = well fitted curve in the direction sought with a large enough effect; inconclusive = small, poorly fitted or top-dose-only effect, or another doubt; inactive = no such curve, though single readings can be large; an effect the other way counts as inactive or inconclusive.
1	CCCN1Cc2cccc(C(=O)Nc3ccc(OC)c(OC)c3)c2C1=O
2	Cc1ccc(C)c(OCCCN2CCNCC2)c1
3	COc1ccc(Cc2ccc(OC)c(N)c2)cc1N
4	O=C(Nc1ccccc1Cl)C1C2CCCCC21 (centres undefined)
5	CC(=O)Nc1ccc(/C(C)=N/NC(=O)c2ccc(CN3CCOCC3)cc2)cc1
6	Fc1cccc(CCN2CCNC[C@@H]2Cc2ccccc2)c1
7	CC(C)C[C@@H](CN)NC(=O)c1nc[nH]c1C(=O)N[C@@H](CC(C)C)C(=O)CNC[C@H](C)NC(=O)c1nc[nH]c1C(=O)N[C@@H](C)C(=O)O
8	O=C(O)c1nn(CC(=O)N2CCN(c3ncc(C(F)(F)F)cc3Cl)CC2)c(=O)c2ccccc12
assay / entry	1	2	3	4	5	6	7	8
PTAP TSG101 blk	1%	-8%	-8%	-2%	0%	-1%	-3%	-3%
S-ASM inh	30%	6%	0%	-2%	1%	2%	6%	-24%
TCR activator	-2%	-5%	9%	5%	5%	2%	1%	-10%
MLL CXXC-DNA inh	/	-3%	-11%	/	-4%	/	/	-7%
Mito fusion act	/	-6%	3%	/	-23%	/	/	4%
Menin MLL FP TR	/	-13%	-10%	/	3%	/	/	-14%
A-T KAP1 phos	/	2%	/	/	-6%	/	/	-2%
Integrin act MD	-2%	-7%	9%	0%	8%	10%	-18%	-18%
MBNL1-CUG inh	/	-1%	-11%	/	0%	/	/	13%
TSHR antagonist	/	7	2	/	17	/	/	-43

# Laid out differently: entries from further up
cpd	smiles	PTAP TSG101 blk	S-ASM inh	TCR activator	MLL CXXC-DNA inh	Mito fusion act	Menin MLL FP TR	A-T KAP1 phos	Integrin act MD	MBNL1-CUG inh	TSHR antagonist
5	CC(=O)Nc1ccc(/C(C)=N/NC(=O)c2ccc(CN3CCOCC3)cc2)cc1	0%	1%	5%	-4%	-23%	3%	-6%	8%	0%	17
7	CC(C)C[C@@H](CN)NC(=O)c1nc[nH]c1C(=O)N[C@@H](CC(C)C)C(=O)CNC[C@H](C)NC(=O)c1nc[nH]c1C(=O)N[C@@H](C)C(=O)O	-3%	6%	1%	/	/	/	/	-18%	/	/
4	O=C(Nc1ccccc1Cl)C1C2CCCCC21 (centres undefined)	-2%	-2%	5%	/	/	/	/	0%	/	/
8	O=C(O)c1nn(CC(=O)N2CCN(c3ncc(C(F)(F)F)cc3Cl)CC2)c(=O)c2ccccc12	-3%	-24%	-10%	-7%	4%	-14%	-2%	-18%	13%	-43
6	Fc1cccc(CCN2CCNC[C@@H]2Cc2ccccc2)c1	-1%	2%	2%	/	/	/	/	10%	/	/
1	CCCN1Cc2cccc(C(=O)Nc3ccc(OC)c(OC)c3)c2C1=O	1%	30%	-2%	/	/	/	/	-2%	/	/

# (cont.)
9	Cc1ccc(CNC(=O)C(c2ccccc2)c2ccccc2)cc1
10	CC(=O)N1CCc2cc(S(=O)(=O)N3CCCCCC3)ccc21
11	CC(Sc1nnnn1-c1ccc(O)cc1)c1nc2ccccc2c(=O)[nH]1 (centres undefined)
12	Cc1cc(OCC(=O)NCCCN2CCOCC2)c2c(C)c(C)c(=O)oc2c1
13	CCCS(=O)(=O)N1CCCC(C(=O)NCCCN2CCN(c3ccc(F)cc3)CC2)C1 (centres undefined)
14	N#Cc1cn(Cc2ccco2)c(=O)[nH]c1=O
15	COc1cc(C(C(=O)NC2CCCCC2)N(CCN2CCOCC2)C(=O)C2COc3ccccc3O2)cc(OC)c1OC (centres undefined)
16	Nc1ccc2c(c1)sc1ccccc12
17	Cc1cc(C(=O)Nc2cc(C)n(Cc3ccc(Cl)cc3)n2)no1
18	COc1ccc2c(C)nc(Nc3nc(C)c(C)c(=O)[nH]3)nc2c1
19	Cc1c(Cl)cccc1NC(=S)N1CCC(N(C)CC2CCCO2)CC1 (centres undefined)
assay / entry	9	10	11	12	13	14	15	16	17	18	19
PTAP TSG101 blk	-9%	-5%	0%	-4%	0%	0%	-3%	-1%	2%	0%	-1%
S-ASM inh	-1%	1%	-4%	0%	-1%	0%	-1%	-11%	-3%	-3%	1%
TCR activator	12%	6%	5%	0%	-35%	-3%	-5%	1%	0%[46.1 µM]	3%	-2%
MLL CXXC-DNA inh	6%	15%	-2%	-9%	12%	/	-7%	8%	?	39%[activator]	2%
Mito fusion act	1%	5%	4%	2%	-2%	/	-2%	5%	5%	0%	6%
Menin MLL FP TR	?	/	/	/	-2%	/	-12%	-7%	3%	-24%	2%
A-T KAP1 phos	1%	-4%	12%	-8%	-2%	/	4%	27%	0%	-2%	1%
Integrin act MD	7%	-15%	1%	-11%	14%	-15%	?	10%	4%	-64%[inhibitor]	-21%
MBNL1-CUG inh	-1%	2%	-5%	6%	-3%	/	-5%	-10%	-5%	-5%	-5%
TSHR antagonist	-5	8	-3	2	20	/	-1	5	-5	-2	5

# Not all compounds are listed; the hit share may differ from the screen's.
